Screens as filed in PubChem BioAssay.
HTT aggregate: mutant huntingtin aggregation inhibition; PC12 HttQ103-GFP aggregates, Acumen cytometry, 40 h; Potency, µM (doses to about 46.1 µM), for inactives: at the highest dose activity change, negative = inhibition, usual class: inhibitors; 220,000 tested, 1.1% active; also: % is scaled to controls: 0 for no effect and ±100 for the full control effect; nearly all actives have a fitted effect of over 60% in size
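PC12/HTTQ103-GFP, ecdysone-inducible; teb 100 nM; cpd qHTS titration; GFP aggregates read on laser cytometer, Ex 488/Em 500-530 nm.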
Tau FP inhib: inhibitors of human tau fibril formation; P10636; K18 P301L tau heparin fibrillization, Alexa594 FP, 6 h; Potency, µM (series often up to 57.7 µM), inactives show at the highest dose activity, negative = inhibition, usual class: inhibitors; 280,000 tested, 0.39% active; AID 1468; also: % is scaled to controls: 0 for no effect and ±100 for the full control effect; nearly all actives have a fitted effect of over 55% in size
Target sequence (P10636 561-689 P618L limits assumed): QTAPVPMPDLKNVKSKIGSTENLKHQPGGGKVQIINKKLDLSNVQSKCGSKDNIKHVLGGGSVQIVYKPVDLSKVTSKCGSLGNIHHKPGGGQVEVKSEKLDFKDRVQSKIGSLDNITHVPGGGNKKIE
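Recombinant K18 P301L […], labeled with Alexa 594 at 0.24 uM over 15 uM unlabeled; heparin inducer 20 uM final; 37 C, 6 hr; FP endpoint.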
KDM4E inh: JMJD2E (human) inhibition; JMJD2E catalytic domain, FDH-coupled NADH fluorescence (FDH is formaldehyde dehydrogenase); Potency, µM (highest dose often 57.1 µM), without a hit: at the highest dose activity change, negative = inhibition, actives largely listed as inhibitors; 230,000 tested, 1.6% active; active = well fitted inhibition curve with a large enough effect, not every such curve was filed as active; inconclusive = small, poorly fitted or top-dose-only effect, or another doubt; inactive = no such curve, though single readings can be large or run the other way;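 also: 0% = wells with enzyme and -100% = buffer wells without enzyme; nearly all actives have a fitted effect of over 50% in size; many of its hits are not listed in these tables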
Target sequence (B2RXH2 1-337 limits assumed): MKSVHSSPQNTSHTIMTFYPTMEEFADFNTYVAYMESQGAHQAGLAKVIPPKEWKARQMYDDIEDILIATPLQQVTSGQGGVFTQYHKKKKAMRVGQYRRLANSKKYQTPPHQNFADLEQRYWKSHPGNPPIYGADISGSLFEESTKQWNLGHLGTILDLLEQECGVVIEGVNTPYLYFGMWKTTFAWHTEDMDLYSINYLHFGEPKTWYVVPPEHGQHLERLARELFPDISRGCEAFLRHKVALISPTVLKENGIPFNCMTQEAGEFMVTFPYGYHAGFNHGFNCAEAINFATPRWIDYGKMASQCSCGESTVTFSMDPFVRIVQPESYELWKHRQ
SMN2 splice up: SMN2 splice variant enhancement. HEK293 SMN2-luciferase splicing reporter, luminescence, 30-36 h. Potency, µM (series often up to 46.1 µM), for inactives: at the top dose activity change, positive = activation, actives largely listed as activators. 210,000 tested, 2.8% active. AID 1458; also: % of control where 0% means no effect; nearly all actives have a fitted effect of over 55% in size
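HEK293 cells carry an SMN2 minigene-luciferase reporter in which exon 7 inclusion puts luciferase in frame. Cells were seeded at 2000 cells/well, attached for 10-12 hours, then exposed to compounds for 30-36 hours at 37C before ONE-Glo luminescence.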
Tau fibril ThT: inhibitors of human tau fibril formation, thioflavin T binding; P10636; Potency, µM (titrated, usually from 57.4 µM), without a hit: at the top dose activity, negative = inhibition, usual class: inhibitors; 270,000 tested, 2.1% active; recombinant tau K18 P301L, heparin-induced fibrillization, ThT fluorescence; AID 1460; also: % is scaled to controls: 0 for no effect and ±100 for the full control effect; nearly all actives have a fitted effect of over 55% in size
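Using a mix of unlabeled (15 uM) and Alexa 594-labeled (0.24 uM) tau K18 P301L, heparin-triggered fibrillization over 6 hr at 37 C was scored by ThT fluorescence.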
HTT cytoprotect: cytoprotection in Huntington HTT-Q103 PC12 cell model; 230,000 tested, 0.14% active; AID 1471; Potency, µM (doses to about 56.4 µM), for inactives: cytoprotection (ATP increase), actives largely listed as activators; PC12 HTT-Q103 induced, cytoprotection, ATP luminescence, 40 h;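 also: % of control where 0% means no effect; nearly all actives have a fitted effect of over 45% in size; toxic huntingtin expression switched on by the ecdysone agonist tebufenozide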
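PC12 cells stably carrying ecdysone-inducible Htt exon 1 (Q103)–GFP were induced with 100 nM tebufenozide (final) alongside library compounds in a dose series. Cytoprotection was scored as retained ATP by ATPlite luminescence.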
Tau fluor counter: counter-screen for tau fibril formation inhibitors | tau K18 P301L Alexa594 fluorescence, heparin fibrillization | Potency, µM (titrated, usually from 57.7 µM), for the others: at the highest dose activity change, negative = decrease | 280,000 tested, 0.93% active | AID 1463; also: % is scaled to controls: 0 for no effect and ±100 for the full control effect; nearly all actives have a fitted effect of over 55% in size
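Human tau K18 P301L (15 uM unlabeled, 0.24 uM Alexa 594-labeled) in 100 mM sodium acetate pH 7 with 20 uM heparin, 6 hr at 37 C. ThT 30 uM added, 1 hr ambient; Alexa 594 FP and total fluorescence read at 555/632 nm.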
ALDH1A1 block: ALDH1A1 (human) enzyme inhibition. Purified ALDH1A1, NADH fluorescence, propionaldehyde substrate. 220,000 tested, 7.3% active. Potency, µM (series often up to 75.3 µM), without a hit: at the top dose activity, negative = inhibition, most hits filed as inhibitors; active = well fitted inhibition curve with a large enough effect, not every such curve was filed as active; inconclusive = small, poorly fitted or top-dose-only effect, or another doubt; inactive = no such curve, though single readings can be large or run the other way;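 also: plate controls were no enzyme wells and a reference inhibitor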
Target sequence (P00352 whole entry, looked up): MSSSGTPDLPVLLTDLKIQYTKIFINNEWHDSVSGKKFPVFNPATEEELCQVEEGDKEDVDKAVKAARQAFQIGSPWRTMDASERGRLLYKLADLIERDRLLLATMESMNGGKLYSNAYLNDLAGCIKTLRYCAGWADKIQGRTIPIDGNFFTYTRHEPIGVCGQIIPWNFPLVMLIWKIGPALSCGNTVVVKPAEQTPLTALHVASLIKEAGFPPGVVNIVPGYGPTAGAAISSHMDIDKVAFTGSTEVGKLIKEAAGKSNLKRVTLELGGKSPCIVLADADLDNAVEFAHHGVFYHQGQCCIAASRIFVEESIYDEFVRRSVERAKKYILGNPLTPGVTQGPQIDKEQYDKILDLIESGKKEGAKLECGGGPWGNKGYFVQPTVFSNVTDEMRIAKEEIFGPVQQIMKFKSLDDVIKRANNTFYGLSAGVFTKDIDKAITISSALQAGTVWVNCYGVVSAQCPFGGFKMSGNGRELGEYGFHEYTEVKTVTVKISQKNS
The depositor's hits bear a star; ? = inconclusive; / = not tested or not shown; [ ] = dose if it differs, or a comment. Unless noted, calls follow the shape of the dose curve; as a rule, active = well fitted curve in the direction sought with a large enough effect; inconclusive = small, poorly fitted or top-dose-only effect, or another doubt; inactive = no such curve, though single readings can be large; an effect the other way counts as inactive or inconclusive. Potency is read from the fitted curve at half-maximal effect.

SMILES	HTT aggregate	Tau FP inhib	KDM4E inh	SMN2 splice up	Tau fibril ThT	HTT cytoprotect	Tau fluor counter	ALDH1A1 block
CCOC(=O)NN1C(=O)c2ccccc2NC1c1ccccc1F (stereo not given)	-7%	2%	?	-24%	-2%	-17%	-2%	?
O=C1CCCc2c1cc(C(=O)NC1CCSC1=O)c(=O)n2-c1ccccc1 (stereo not given)	3%[9.22 µM]	-12%	?	-11%	-3%	1%	-7%	?
CC(=O)Nc1ccc2nc3ccccc3nc2c1	-19%[9.22 µM]	?	14µM*	/	?	-4%[10 µM]	-22%	/
Cc1cc[n+](CC(=O)c2ccc(NC(=O)c3ccccc3)cc2)c2ccccc12	?	7%	-11%	-4%	?	-53%[inhibitor]	?	5%
CCNc1c([N+](=O)[O-])ncn1C	12%	7%	5%	?	3%	23%	0%	1%
O=C(Nc1nc(-c2ccccc2)c(C(=O)c2ccccc2)s1)c1ccc(S(=O)(=O)N2CCCC2)cc1	?	?	-13%	-62%[inhibitor]	-8%	-12%[10 µM]	?	5%
COc1ccc(NC(=O)CSc2nnc(C)n2Cc2ccccc2)cc1	10%	3%	-6%	-11%	-6%	5%	-6%	-4%
C[C@@H]1CC=C[C@H]2[C@H]1C(=O)N(Cc1ccccc1)[C@H]2c1ccc(-c2ccc(F)cc2)cc1F	4%[9.22 µM]	4%	-13%	/	5%	-28%[10 µM]	16%	/
COC(=O)[C@H](C(C)C)n1c(C)c(C(C)=O)c(C(C)=O)c1C	-24%	-1%	10%	-4%	-11%	9%[10 µM]	-2%	0%
O=C(O)/C(=C/c1ccco1)NC(=O)c1ccccc1	?	2%	-5%	2%	?	11%[10 µM]	-8%	1%
CC1(C)NC(=O)N(CCOCCOc2ccccc2)C1=O	-12%	7%	-3%	29%	-3%	6%	-3%	?
Cn1cc(C(CC(=O)O)C(=O)O)c2ccccc21 (stereo not given)	-14%	5%	?	2%	-11%	-5%	-2%	-3%
Cc1ccc2nc(Cl)c3cc(C(=O)NCCCN4CCC(C)CC4)sc3c2c1	/	9%	/	-11%	-10%	/	-17%	/
COCCCN1CN(S(=O)(=O)c2cccs2)c2nc3ccccc3nc21	-5%[9.22 µM]	-6%	?	/	-8%	0%[10 µM]	-13%	/
CCCCc1nc(NCCN)c(C#N)c2c1CSC(C)(C)C2	9%	5%	?	15%	-9%	-12%	-6%	?
N#CC1=C(S)N(c2ccccc2)C(c2ccc(-c3cccc(Cl)c3)o2)NC1=O (stereo not given)	?	?	-22%	-10%	22µM*	-1%[10 µM]	-28%	?
CCCn1c(C)nc2c(NC(C)CN(C)C)nc(C)nc21 (stereo not given)	/	-16%	6%	-3%	5%	12%	-4%	10%
COc1ccc(CCNC(=O)c2cc3c(-c4ccccc4F)nn(C)c3s2)c(OC)c1	/	-19%	/	-2%	?	/	?	/
COc1cccc(-n2nnc3c(=O)n(CC(=O)Nc4ccc(C)cc4)cnc32)c1	0%[9.22 µM]	-10%	-2%	2%	8%	-20%	5%	5%
CCOc1ccccc1NS(=O)(=O)c1ccc2c(c1)oc(=O)n2C	/	3%	/	-9%	5%	/	-7%	/
COc1ccc(CC2(CO)CCN(Cc3cnn(C)c3)CC2)cc1	-4%[9.22 µM]	-2%	11%	/	-2%	25%[10 µM]	-1%	14%
Cc1c(C#N)c2ccccc2n1C	-7%[9.22 µM]	-10%	5%	/	/	-2%[10 µM]	-14%	/
COc1cc(C(=S)N2CCOCC2)ccc1OS(=O)(=O)c1ccc(NC(C)=O)cc1	-2%	-4%	13%	-41%[inhibitor]	-3%	9%[10 µM]	-11%	4%
CCOC(=O)COc1nc(-c2ccccc2)cc(-c2ccco2)c1C#N	9%[9.22 µM]	-16%	?	/	-9%	6%[10 µM]	?	/
O=C(c1ccc([N+](=O)[O-])cc1)N1CCSC1c1ccccc1 (stereo not given)	-3%	1%	-1%	-4%	-9%	-4%[10 µM]	-10%	?
COc1ccc(NC(=O)c2nc[nH]c2C(=O)NCC(=O)OC(C)(C)C)cc1	-25%[9.22 µM]	-12%	-5%	/	-5%	12%[10 µM]	?	/
CCSCCOC(=O)C1=C(C)NC(=O)NC1c1ccc2c(c1)OCO2 (stereo not given)	-18%	5%	3%	-5%	-4%	-39%	-7%	14µM*
CCOc1cc(C=O)ccc1OCC(=O)N1CCCC1	-5%[9.22 µM]	-15%	?	/	-7%	1%[10 µM]	-6%	-5%
Oc1cc(Br)ccc1C=Nc1ccc(N2CCCCC2)cc1	-13%[9.22 µM]	-8%	-12%	/	14µM*	-10%[10 µM]	?	-1%
Cc1ccc(N2CCN(S(=O)(=O)N3CCCCCC3)CC2)cc1Cl	3%[9.22 µM]	-4%	2%	-32%[inhibitor]	-8%	16%	-9%	12%

Some of these compounds in order of heavy-atom count, largest number first.
SMILES	HTT aggregate	Tau FP inhib	KDM4E inh	SMN2 splice up	Tau fibril ThT	HTT cytoprotect	Tau fluor counter	ALDH1A1 block
CCSCCOC(=O)C1=C(C)NC(=O)NC1c1ccc2c(c1)OCO2 (stereo not given)	-18%	5%	3%	-5%	-4%	-39%	-7%	14µM*
CCOc1cc(C=O)ccc1OCC(=O)N1CCCC1	-5%[9.22 µM]	-15%	?	/	-7%	1%[10 µM]	-6%	-5%
Cc1c(C#N)c2ccccc2n1C	-7%[9.22 µM]	-10%	5%	/	/	-2%[10 µM]	-14%	/

Going on with the list.
SMILES	HTT aggregate	Tau FP inhib	KDM4E inh	SMN2 splice up	Tau fibril ThT	HTT cytoprotect	Tau fluor counter	ALDH1A1 block
COc1ccc(C2=CC3=C(Br)C(=O)C(C)(OC(=O)c4cccs4)C(=O)C3=CO2)cc1 (stereo not given)	/	0%	5%	-1%	-22%	-23%	-6%	-3%
CCc1nnc(NC(=O)CSc2nnc(C3CCCCC3)n2-c2cccc(Cl)c2)s1	12%	-4%	7%	-17%	-15%	1%[10 µM]	-9%	1%
O=C(Cc1ccccc1)NCCSCc1ccccc1	14%	9%	1%	19%	4%	-5%[10 µM]	7%	?
CCOC(=O)N1CCN(CC(=O)Nc2c(C(=O)OC)[nH]c3ccccc23)CC1	0%	-1%	?	-20%	-7%	-20%	-6%	23%
CC(NC(=O)Cn1cnc([N+](=O)[O-])n1)c1ccccc1 (stereo not given)	7%	-3%	0%	-9%	-2%	34%	0%	2%
COCCSc1ccccc1C(=O)Nc1ccc(Br)cc1	12%	-8%	-14%	-4%	-2%	-38%[inhibitor]	-10%	?
C=CCOc1ccc(C(=O)NC2CCCCC2)cc1	2%	?	-1%	/	3%	-35%	-1%	-3%
COCCCN(C)C1CCN(C(=O)Nc2ccc(F)cc2)CC1	2%	4%	10%	15%	9%	27%[10 µM]	13%	5%
O=S(=O)(Nc1ccc(-n2cccc2)cc1)c1ccc(Cl)cc1Cl	-8%	-16%	2%	4%	-17%	19%[10 µM]	?	-4%
Cn1c(Cl)c(/C=N/OC(=O)C(C)(C)C)c2ccccc21	2%	-11%	-40%	0%	-11%	-16%	-17%	?

Some of the entries above, reformatted.
Order of values: HTT aggregate	Tau FP inhib	KDM4E inh	SMN2 splice up	Tau fibril ThT	HTT cytoprotect	Tau fluor counter	ALDH1A1 block
COCCCN(C)C1CCN(C(=O)Nc2ccc(F)cc2)CC1
  2%	4%	10%	15%	9%	27%[10 µM]	13%	5%
O=S(=O)(Nc1ccc(-n2cccc2)cc1)c1ccc(Cl)cc1Cl
  -8%	-16%	2%	4%	-17%	19%[10 µM]	?	-4%
Cn1c(Cl)c(/C=N/OC(=O)C(C)(C)C)c2ccccc21
  2%	-11%	-40%	0%	-11%	-16%	-17%	?

The results go on.
SMILES	HTT aggregate	Tau FP inhib	KDM4E inh	SMN2 splice up	Tau fibril ThT	HTT cytoprotect	Tau fluor counter	ALDH1A1 block
NC(=O)C1CCN(C(=O)CCSc2ccc(Cl)cc2)CC1	9%[9.22 µM]	-14%	4%	1%	0%	19%[10 µM]	-3%	2%
Cc1ccccc1-c1cc2nccc(-c3cc(Cl)ccc3O)n2n1	/	2%	/	3%	9%	/	4%	/
Cc1c(NC(=O)c2nn3c(C(F)(F)F)cc(-c4ccccc4)nc3c2Cl)c(=O)n(-c2ccccc2)n1C	-9%	?	1%	1%	-15%	/	-3%	13%
COc1ccc(CNC(=O)CCS(=O)(=O)c2cccc3nonc23)cc1	6.3µM*	0%	-11%	10%	-10%	3.5µM*	-3%	18µM*
COc1cccc(C(=O)NC(=O)Nc2ccc(-c3cc(C(F)(F)F)nn3-c3ccccc3)cc2)c1	/	?	/	-5%	6%	/	-16%	/
O=C(Nc1cc(Cl)ccc1N1CCOCC1)c1cnccn1	-19%	-11%	4%	-11%	2%	-15%[10 µM]	-2%	11%
COc1ccc(N2CCN(C(=O)C3(C)CC3(Cl)Cl)CC2)cc1 (stereo not given)	?	5%	-2%	7%	0%	16%[10 µM]	3%	3%
CC1(C)CC2CC(C)(CN2C(=O)C23CCC(C)(C(=O)O2)C3(C)C)C1 (stereo not given)	1%	0%	-1%	-9%	-4%	0%	-7%	5%
CC(C)CCN1C(=O)CC(NNC(=O)c2ccc(S(=O)(=O)N3CCCC3)cc2)C1=O (stereo not given)	-13%[9.22 µM]	-2%	-9%	/	-18%	1%[10 µM]	-19%	13µM*
CC1=C(C(=O)N2CCN(c3ccc(Cl)cc3)CC2)C2(CCC(C)CC2)OC1=O (stereo not given)	/	-3%	/	5%	-7%	/	-23%	/
CCOC(=O)c1c(NC(=O)Cc2cccs2)sc(C(=O)N2CCCCC2)c1C	-15%	5%	-2%	-8%	-11%	-3%	-6%	2.5µM*
CCCCC(CC)C1OCC(CN2CCCCC2)O1 (stereo not given)	-14%[9.22 µM]	2%	6%	/	/	-14%[10 µM]	3%	/
CCc1ccc2[nH]c(O)c(N=NC3=NC(=O)CS3)c2c1	-7%[9.22 µM]	4%	-3%	/	?	-8%[10 µM]	-23%	3%

Some of the compounds tested. The share of hits here may be higher or lower than overall.
